# Source: PubChem BioAssay
# OXTR potentiator – potentiators of human oxytocin receptor. P30559. activation, % at 3 µM. CHO-OTR cells, Fluo-8 calcium fluorescence, potentiator mode; 0% = oxytocin EC15, 100% = EC100. actives 0.061% (n = 320,000);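 active = activation above that plate's cutoff, the mean activation of tested compounds plus 3 SD, cut at about 6.6% in these data, passing the limit was not always enough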;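 note: 100% uses oxytocin at 75 nM as the full agonist control; some results filed as inactive read as strong as hits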
#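 System: human OTR in CHO cells; Also added: sub-maximal oxytocin, roughly EC15; Timing: compound 6 min at room temperature before oxytocin, 100 s read; Technique: Fluo-8 intracellular calcium fluorescence, ex 470-495, em 515-575 nm; Controls: oxytocin EC15 low and EC100 high; Replication: singlicate.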
# M1 ag – activates human CHRM1 receptor; P11229; CHO-K1 hM1, Fluo-8 calcium fluorescence, agonist mode; 0% DMSO, 100% acetylcholine EC100; activation, % at 3 µM; actives 0.33% (n = 360,000); AID 588814;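 active = activation above the run's mean compound activation plus 3 SD, cut at about 16% in these data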;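 note: peak over basal fluorescence ratio within a 140 s kinetic read after compound addition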
# Target sequence (P11229 whole entry, looked up): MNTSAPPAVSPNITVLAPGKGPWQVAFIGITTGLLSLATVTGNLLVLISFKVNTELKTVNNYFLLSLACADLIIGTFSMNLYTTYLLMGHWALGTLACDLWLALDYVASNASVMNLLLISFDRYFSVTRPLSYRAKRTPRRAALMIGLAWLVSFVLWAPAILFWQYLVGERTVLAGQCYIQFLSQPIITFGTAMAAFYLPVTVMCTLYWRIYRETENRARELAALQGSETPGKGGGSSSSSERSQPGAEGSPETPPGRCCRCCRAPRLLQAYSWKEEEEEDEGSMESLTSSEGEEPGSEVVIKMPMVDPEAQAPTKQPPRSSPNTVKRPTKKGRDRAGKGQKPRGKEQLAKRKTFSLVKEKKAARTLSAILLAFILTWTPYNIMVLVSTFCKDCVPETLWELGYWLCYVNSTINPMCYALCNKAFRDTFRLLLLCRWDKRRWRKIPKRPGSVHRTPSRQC
# CHRM1 antagonist – antagonists of human M1 muscarinic receptor; AID 588852; actives 1.3% (n = 360,000); CHO-K1 hM1, Fluo-8 calcium fluorescence, ACh EC80 antagonist; P11229; inhibition, % at 3 µM;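 active = percent inhibition above its own plate's cutoff, namely the mean of that plate's compound wells plus 3 SD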;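 note: peak over basal fluorescence ratio during 140 s after agonist addition; 0% = ACh EC80 plus DMSO and 100% = DMSO alone without agonist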
# CHRM4 agonist – agonists of human muscarinic M4 receptor (CHRM4) | activation, % at 3 µM | CHO-K1 hM4/Gqi5, Fluo-8 calcium fluorescence; vehicle 0%, full acetylcholine response 100% | actives 0.14% (n = 360,000) | AID 624127;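 active = activation above the run mean over all test wells plus 3 SD, cut at about 32% in these data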;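 note: peak over basal fluorescence ratio per well then scaled between controls; 0% = DMSO wells and 100% = acetylcholine at EC100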
# Target sequence (P08173 whole entry, looked up): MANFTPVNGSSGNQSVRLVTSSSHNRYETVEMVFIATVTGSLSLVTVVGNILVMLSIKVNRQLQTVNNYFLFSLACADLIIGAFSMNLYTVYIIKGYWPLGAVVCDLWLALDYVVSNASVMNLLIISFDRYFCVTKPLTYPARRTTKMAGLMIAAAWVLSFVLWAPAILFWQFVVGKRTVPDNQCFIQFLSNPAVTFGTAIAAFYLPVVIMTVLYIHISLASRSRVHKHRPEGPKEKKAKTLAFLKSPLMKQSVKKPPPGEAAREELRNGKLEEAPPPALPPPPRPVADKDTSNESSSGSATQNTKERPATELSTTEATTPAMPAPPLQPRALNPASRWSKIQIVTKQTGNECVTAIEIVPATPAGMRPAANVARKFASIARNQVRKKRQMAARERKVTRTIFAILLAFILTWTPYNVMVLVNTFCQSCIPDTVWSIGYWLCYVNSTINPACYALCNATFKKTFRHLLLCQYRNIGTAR
# CHO-K1 Ca antag – counter-screen for M1 antagonists: effect in parental CHO-K1 cells; AID 602250; ATP-induced calcium, Fluo-8 fluorescence; inhibition, % at 3 µM; actives 0.6% (n = 360,000);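 active = inhibition above a per-plate cutoff, the plate's mean sample inhibition plus 3 SD, cut at about 24% in these data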;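 note: 0% = DMSO plus EC80 ATP and 100% = DMSO alone without ATP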
# CHO-K1 Ca ag – nonselective activator or artifact in parental CHO-K1 cells | AID 602248 | activation, % at 3 µM | actives 0.48% (n = 360,000) | Fluo-8 calcium fluorescence; scaled to maximal ATP response, vehicle zero; in the data active = activation above about 15%;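 note: untransfected CHO-K1 host cells lacking M1 receptor as counterscreen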
# CHO parental Ca – counter-screen: ATP calcium response change in parental CHO cells; parental CHO-K1, ATP-induced calcium, Fluo-8 fluorescence; inhibition, % at 5.6 µM; actives 0.63% (n = 330,000);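 active = inhibition above that plate's mean sample inhibition plus 3 SD, cut at about 26% in these data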;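 note: 0% = ATP-challenged DMSO wells and 100% = DMSO wells without ATP; some compounds past the cut are filed as inactive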
#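 material = parental CHO cells | also added = ATP as calcium-mobilizing challenge | dosing = single point at 5.6 µM | detection = intracellular calcium via Fluo-8 no-wash fluorescent dye | read-out = % inhibition | benchmarks = low control ATP plus DMSO, high control DMSO only | repeats = one well per compound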
# CHRM4 antagonist – blocks acetylcholine activation of human M4 receptor. P08173. CHO-hM4 cells, ACh EC80, Fluo-8 calcium fluorescence. inhibition, % at 3 µM. actives 0.73% (n = 360,000);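 active = inhibition above its plate's cutoff, the mean inhibition of sample wells plus 3 SD, cut at about 27% in these data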;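 note: 0% = acetylcholine EC80 with DMSO and 100% = DMSO without agonist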
# M1 PAM – positive allosteric modulators of human M1 muscarinic receptor. P11229. CHO-K1 hM1, Fluo-8 calcium fluorescence, ACh EC20; 0% = ACh EC20, 100% = maximal ACh. activation, % at 3 µM. actives 0.088% (n = 360,000). AID 588819; in the data active = activation above about 19%, passing the limit was not always enough
# * = called active by the depositor; / = no result given. Random draw from the library; overall some 2.9% were active at least once.
# Values run as follows: OXTR potentiator, M1 ag, CHRM1 antagonist, CHRM4 agonist, CHO-K1 Ca antag, CHO-K1 Ca ag, CHO parental Ca, CHRM4 antagonist, M1 PAM
CCCn1c(O)c(C=Nc2ccccc2)sc1=S
    -4.7, -9.6, 5.2, 1.0, 2.2, 1.6, -28.2, -4.5, -12.2
C#CCOCCOCCOCCNc1nc(N2CCN(C(=O)CCCCCCCCCCNC(=O)[C@@H](CCC(=O)O)n3cc(CCCCCN)nn3)CC2)nc(N2CCN(C(=O)CCCCCCCCCCNC(=O)[C@H]([C@@H](C)CC)n3cc(CCCCCN)nn3)CC2)n1
    -12.9, 18.3*, 11.5, 24.8, -14.8, 1.6, -4.6, 3.0, -13.0
CCOC(=O)[C@@H]1[C@H]2COc3ccc(Br)cc3[C@@H]2N2C(=O)N(c3ccc(OC)cc3)C(=O)[C@]12C
    -13.5, -3.2, -5.7, 0.8, -8.5, 0.4, -5.2, 6.3, 3.9
COCCNC(=O)[C@H]1N2C(=O)c3ccccc3C2SC1(C)C (stereo partly drawn)
    -2.0, -6.4, -2.2, 0.3, -5.3, 0.8, -1.3, 4.2, 1.2
Cc1cc2nc(CCN3CCOCC3)n(S(=O)(=O)c3ccc(C(C)(C)C)cc3)c2cc1C
    -1.4, 3.3, 2.2, 0.2, -4.2, 0.8, -10.4, 0.8, -2.9
CN1CCN(P(=O)(c2ccccc2)c2nc3ccccc3s2)CC1 (stereo not drawn)
    -1.2, -8.7, -3.9, -0.5, -11.6, 0.1, -9.9, 10.8, 2.5
COc1ccc(C(=O)N/C(=C\c2ccccc2)C(=O)Nc2ccccc2C(=O)O)cc1
    -3.4, -4.8, -12.4, 0.3, -2.3, 0.2, -13.3, -1.1, 7.7
O=C(Nc1cccc(S(=O)(=O)N2CCCC2)c1)c1ccccc1OC(F)F
    -10.2, -3.2, -12.5, 3.3, -6.2, 3.7, -7.8, 6.0, 11.4
CC(C)CN1CC(C)C(=O)NC1=S (stereo not drawn)
    /, 1.0, -9.4, 0.4, -4.1, 2.9, /, -8.1, 8.7
O=C(CCCSc1nc2ccccc2[nH]1)Nc1ccccc1
    1.5, -1.6, 4.7, 10.2, 9.9, 3.2, -5.8, -2.3, 2.3
Cc1cc(C)c2[nH]c(=O)c(C(c3nnnn3Cc3ccc4c(c3)OCO4)N3CCC(C)CC3)cc2c1 (stereo not drawn)
    -6.5, 0.0, -34.0, 3.7, -4.7, 0.2, -11.8, -4.1, -1.9
COc1ccc(-n2nc(C(=O)NCC(=O)N3CCN(c4ccccn4)CC3)c3ccccc3c2=O)cc1Cl
    -0.2, -4.4, -4.4, 1.0, -15.7, 1.2, -9.2, -1.6, 4.3
O=C(NC1=NCCS1)c1ccc(OCC2CCCO2)cc1 (stereo not drawn)
    -12.1, -2.5, 3.3, 7.1, -1.5, 4.5, 1.5, 8.9, -1.7
CC(=O)c1sc(NC(=O)CCCOc2ccccc2C)nc1C
    -0.2, -0.6, -13.3, 1.6, -6.0, 0.4, -2.2, -8.1, 9.9
COc1ccc(Nc2ccnc3ccccc23)cc1
    -11.0, 25.2*, -8.9, 1.7, -9.0, 0.4, -2.0, -8.7, -0.2
CN(C)/C=N/S(=O)(=O)c1ccc(Cl)c(Cl)c1
    4.5, -4.4, -8.6, 1.0, -2.4, 1.6, 0.5, 9.5, 11.0
O=c1[nH]c(CSc2ncc(C(F)(F)F)cc2Cl)nc2cc(C(F)(F)F)ccc12
    1.7, -2.9, -3.0, 0.9, -8.9, 2.1, -3.5, -11.1, 3.7
COc1ccc(N2CCN(C(=O)CCCOc3cc(=O)n(C)c4ccccc34)CC2)cc1
    4.1, -4.0, -7.2, 5.8, -3.0, 3.0, -18.0, -1.4, 1.6
O=C1C=C(c2ccccc2Oc2ccccc2)C[C@@H](c2ccc3c(c2)OCO3)C1
    -4.3, -2.3, 10.8, 0.4, -15.6, 0.4, -25.1, 7.7, -9.3
O=C(COc1ccccc1)Nc1c(C(=O)N2CCC(N3CCCCC3)CC2)oc2ccccc12
    -8.6, -4.3, -1.4, 5.5, -7.2, 2.5, -20.9, -14.2, 0.1
Cc1ccc(S(=O)(=O)N2CCN(C(=O)COC(=O)COc3ccccc3C(C)C)CC2)c(C)c1
    /, -2.5, -4.0, 5.3, -4.9, 0.6, /, -19.7, 0.2
Cn1c2ccccc2c(=O)c2c(=O)n(-c3ccc(F)cc3)c(C3CCCCC3)nc21
    /, -1.8, -15.1, 0.2, -15.4, 1.1, /, 6.8, 6.0
O=C(CCCCCn1c(=S)[nH]c2ccccc2c1=O)N1CCOCC1
    -1.9, -3.2, -6.4, 1.6, 5.3, 0.5, -7.4, 9.9, 5.8
Cc1ccc(N2C(=O)Nc3cc(Cl)c(Cl)cc3N2O)cc1Cl
    -4.4, -10.7, -2.4, 1.7, 7.1, -0.1, -3.6, 1.6, 1.8
O=C(c1ccc(Cl)cc1)C1CCN(C(=O)c2ccc(F)cc2)CC1
    -21.4, -2.1, 3.0, 11.4, 8.3, 7.2, 3.5, 10.3, -4.6
C#CCOCCOCCOCCNc1nc(N2CCN(C(=O)C([C@@H](C)CC)n3cc(C(N)CC(C)C)nn3)CC2)nc(N2CCN(C(=O)[C@H](CCC(=O)O)n3cc(C(N)CC(C)C)nn3)CC2)n1 (stereo partly drawn)
    0.1, -9.5, -0.7, 1.3, -10.2, 0.4, -10.1, 0.3, 0.6
Cc1ccc(S(=O)(=O)NNC2CC(=O)N(c3ccc(Br)cc3)C2=O)cc1 (stereo not drawn)
    -14.2, -6.1, -3.5, 0.9, -5.2, 1.3, 1.4, 0.7, 6.2
CNC(=O)c1cc(C(=O)c2ccc(F)cc2C(F)(F)F)c[nH]1
    -8.7, -1.4, 13.6, 5.8, 20.4, 2.8, -3.6, 4.7, -8.5
Cc1nc(SCc2nc3ccc(Br)cc3[nH]2)c2oc3ccccc3c2n1
    -5.9, -7.0, 5.2, 3.7, -2.0, -0.7, -14.0, -5.0, -0.7
COc1cccc(C(NC(C)=O)c2nc(-c3ccccc3OC)cs2)c1 (stereo not drawn)
    /, -0.3, -10.3, 1.3, -15.7, 0.4, /, -3.5, 6.6

# Arranged by heavy-atom count (descending): three of the compounds above.
# Values run as follows: OXTR potentiator, M1 ag, CHRM1 antagonist, CHRM4 agonist, CHO-K1 Ca antag, CHO-K1 Ca ag, CHO parental Ca, CHRM4 antagonist, M1 PAM
Cc1ccc(S(=O)(=O)N2CCN(C(=O)COC(=O)COc3ccccc3C(C)C)CC2)c(C)c1
    /, -2.5, -4.0, 5.3, -4.9, 0.6, /, -19.7, 0.2
O=C(Nc1cccc(S(=O)(=O)N2CCCC2)c1)c1ccccc1OC(F)F
    -10.2, -3.2, -12.5, 3.3, -6.2, 3.7, -7.8, 6.0, 11.4
CC(C)CN1CC(C)C(=O)NC1=S (stereo not drawn)
    /, 1.0, -9.4, 0.4, -4.1, 2.9, /, -8.1, 8.7

# Continuation.
# Values run as follows: OXTR potentiator, M1 ag, CHRM1 antagonist, CHRM4 agonist, CHO-K1 Ca antag, CHO-K1 Ca ag, CHO parental Ca, CHRM4 antagonist, M1 PAM
Cc1nc2ccc(S(=O)(=O)NCC(=O)N3CCN(c4ccccn4)CC3)cc2s1
    -3.7, -5.0, -5.7, 0.7, -14.8, 1.0, -29.4, 5.9, 4.4
Cn1c(NCc2ccccc2)nc2c1c(=O)n(Cc1ccc(Br)cc1)c(=O)n2C
    2.3, -4.2, -1.5, 0.1, -0.1, 0.7, -26.4, -9.2, 2.1
Oc1ccc(Nc2nc(-c3cccnc3)cs2)cc1
    -10.3, -3.1, -13.2, -0.7, -5.2, 0.0, -4.1, 0.1, 5.4
Cc1c(Cl)cccc1NC(=S)NCCCN(C)C
    3.3, -9.1, 8.1, 0.5, 5.4, 0.9, -2.8, 3.5, -5.7
CC(=O)c1cc(-c2ccccc2)n(CC(=O)N2CCC(C)CC2)c1C
    2.8, 5.2, 2.5, 3.3, 5.5, 1.1, -32.6, -5.9, 12.0
Nc1nc(CSc2nnnn2-c2ccccc2)nc(N2CCCc3ccccc32)n1
    -21.1, -0.5, -2.4, 4.6, -2.0, 0.9, -7.3, -1.4, -5.8
CCOc1ccc2[nH]c(C(=O)N/N=C/c3cccc(OC)c3OC)cc2c1
    -2.7, -4.7, 13.7, 13.7, 0.7, 4.8, -27.6, -7.0, -7.3
CC(=O)c1cc(CN2CCN(Cc3ccc(C)cc3)C(CCO)C2)cs1 (stereo not drawn)
    -0.8, -9.7, -1.5, 1.2, -17.3, 0.7, -11.3, -4.5, 3.0
COc1ccc(C)cc1NC(=O)CNC(c1ccccc1)c1ccccc1
    -21.7, -4.0, -7.3, -0.8, 0.4, 0.5, -1.9, -6.6, 5.5
C[N+]1(C2CCC3CCC2C3O)CCCC1 (stereo not drawn)
    -4.1, 1.8, 0.1, 0.3, -0.5, 0.5, -3.7, -2.8, 6.3
Cc1ccc(S(=O)(=O)n2cnc3ccccc32)cc1
    -1.1, -2.9, -4.7, 0.7, 6.5, -0.3, -1.3, 4.9, 6.8
Cc1ccc(C(=O)NCCc2nnc3ccc(SCC(=O)N4CCCCC4)nn23)cc1
    -0.6, -6.1, 4.6, -0.5, -8.7, 0.4, -2.5, 4.9, -1.0
Cc1nc(NCc2ccccn2)c2ccccc2n1
    -10.6, 0.8, 14.6, 8.7, -4.6, 7.8, -17.8, 2.6, -9.2
Cc1cc(C)nc(SCc2nnc(SCC(N)=O)n2Cc2ccco2)n1
    -12.2, -1.7, -8.2, 0.5, -15.3, 0.8, -5.3, 1.2, 7.6
COc1ccc(O)c(/C=N/NC(=O)CCC(=O)Nc2cccc(C)c2)c1
    -11.7, -3.8, -0.6, 4.9, -9.0, 2.4, -15.7, -9.0, 3.5
O=C(Nc1nccs1)c1cc2cc(Cl)ccc2oc1=O
    -4.7, -3.2, -6.9, 1.5, -19.0, 1.3, 8.5, -9.4, 4.0
CC1CN(S(=O)(=O)c2ccc(Cl)c(C(F)(F)F)c2)CC(C)O1 (stereo not drawn)
    -3.2, -3.6, -6.1, 1.7, -9.9, 1.1, -10.2, -5.0, 6.0
CC(C)NC(=O)c1ccc(CONC(=O)OCc2ccccc2)cc1
    /, -2.7, 9.5, 2.1, 0.7, 0.1, /, -3.7, -1.4
O=C(COC(=O)CCC(=O)c1ccc(Cl)cc1)NCC1CCCO1 (stereo not drawn)
    1.9, -2.7, -6.3, 0.6, -0.2, 0.2, -11.3, 2.3, 2.3
CC(C)(C)c1ccc(OCC(=O)N2CCN(c3ccccn3)CC2)cc1
    -1.8, -1.2, -14.7, 6.2, -17.6, 3.2, -18.0, -10.5, 16.0
Cc1ccc(C(=O)C[n+]2cc(Br)cc(Br)c2)cc1
    -1.1, -7.4, 9.4, 0.7, -11.4, 0.9, -15.1, 11.2, -0.8
C/C(=N\NC(=O)CC1N=C(Cc2ccccc2)NNC1=O)c1ccncc1 (stereo not drawn)
    6.2, -5.8, -7.2, -0.3, -15.5, 1.1, -9.2, 0.5, 7.3
O=c1[nH]c(/C=C\c2cccnc2)c([N+](=O)[O-])c(=O)[nH]1
    -6.0, -6.6, -5.3, 0.9, -2.3, 0.1, 4.7, 2.8, 11.7
